Peg3 promoter: reduces Peg3 promoter-driven luciferase expression in HeLa. HeLa PEG-Prom luciferase reporter, luminescence, overnight. 1.7% of 360,000 active. AID 588405. inhibition, % at 20 µM;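 active means inhibition of at least 50% at 20 µM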
PDI inh: inhibitors of human protein disulfide isomerase | P07237 | PDI insulin aggregation turbidity, A650, 90 min | inhibition, % at 10 µM | 0.052% of 350,000 active;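 active means mean inhibition across replicates of 30% or more, whatever share of single replicates reach that level; inconclusive means mean inhibition below 30% while every single replicate reaches 30%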;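 further: absorbance from insulin aggregation driven by PDI reduction with DTT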
Target sequence (P07237 whole entry, looked up): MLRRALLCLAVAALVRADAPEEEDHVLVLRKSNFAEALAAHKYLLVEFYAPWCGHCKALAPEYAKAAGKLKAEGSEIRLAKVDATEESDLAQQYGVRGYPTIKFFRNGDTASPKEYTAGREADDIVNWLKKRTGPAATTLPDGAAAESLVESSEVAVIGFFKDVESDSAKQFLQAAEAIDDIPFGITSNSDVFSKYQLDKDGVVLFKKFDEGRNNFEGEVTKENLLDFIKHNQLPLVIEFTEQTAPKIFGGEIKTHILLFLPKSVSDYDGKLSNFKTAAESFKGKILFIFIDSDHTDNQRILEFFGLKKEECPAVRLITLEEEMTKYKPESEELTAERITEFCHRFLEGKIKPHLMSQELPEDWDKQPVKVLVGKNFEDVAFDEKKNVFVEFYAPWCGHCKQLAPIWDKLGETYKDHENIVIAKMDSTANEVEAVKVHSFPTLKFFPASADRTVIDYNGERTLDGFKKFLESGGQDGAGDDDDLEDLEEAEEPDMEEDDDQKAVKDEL
KKLEB cytotox: reduces viability of KKLEB cystic fibrosis airway cells; KKLEB CF airway cells viability, ATPlite luminescence, overnight; stronger effect = lower value; cells stimulated with P. aeruginosa culture filtrate; activity change (cytotoxicity), % at 5 µM; 0.36% of 360,000 active;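 active means corrected activity change at or below -50% at 5 µM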
NR2E3 ag-1: activates human NR2E3 receptor; CHO-S Gal4-NCOR/VP16-NR2E3 two-hybrid, luciferase; inhibition of corepressor binding, % at 3.98 µM; 0.35% of 360,000 active; AID 602229;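 active means inhibition above the mean of all tested compounds plus 3 SD, cut at about 70% in these data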;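 further: 0% = DMSO with NR2E3 transfected cells and 100% = cells lacking NR2E3 construct; higher means lower luciferase signal from less NR2E3 corepressor binding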
Target sequence (Q9Y5X4 whole entry, looked up, the tested form may be a part): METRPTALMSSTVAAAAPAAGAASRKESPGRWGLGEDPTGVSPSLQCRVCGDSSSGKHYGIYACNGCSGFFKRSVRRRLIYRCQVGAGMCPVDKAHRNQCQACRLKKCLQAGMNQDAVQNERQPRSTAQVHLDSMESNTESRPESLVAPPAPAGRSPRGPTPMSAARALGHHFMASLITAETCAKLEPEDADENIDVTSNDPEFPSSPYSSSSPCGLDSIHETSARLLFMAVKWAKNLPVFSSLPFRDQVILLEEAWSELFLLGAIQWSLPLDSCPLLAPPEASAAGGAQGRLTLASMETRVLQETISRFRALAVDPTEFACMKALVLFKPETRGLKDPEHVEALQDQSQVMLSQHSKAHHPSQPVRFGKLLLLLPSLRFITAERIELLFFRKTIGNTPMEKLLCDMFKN
NR2E3 ag-2: NR2E3 (human) agonism | 0.12% of 320,000 active | AID 2300 | Q9Y5X4 | inhibition of corepressor binding, % at 4.78 µM | GST-NR2E3/biotin-RetCOR TR-FRET, 1536-well;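 active means percent inhibition above the cutoff of mean plus 3 SD of all tested compounds, set per screening campaign, cut at about 20% in these data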;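 further: 0% = DMSO wells and 100% = biotin wells as full block of FRET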
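Material – GST-tagged NR2E3 plus biotinylated RetCOR corepressor · Quantity – NR2E3 fusion 1.35 nM · Times – 5 h incubation at 4 °C · Medium – pH 7.5 Tris-based buffer · Technique – TR-FRET, Eu(K)-anti-GST donor, streptavidin-D2 acceptor, ex 340, em 617/671 nm · Benchmarks – high control biotin, low control 0.6% DMSO · Format – 1536-well plates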
Shn3 3UTR inh: reduces Shn3 3'UTR luciferase signal in osteoblasts; Clone20 osteoblast Shn3 3'UTR firefly luciferase, 24 h; inhibition, % at 12.5 µM; 0.52% of 360,000 active; AID 588674;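 active means mean inhibition of at least 75% with every replicate also reaching 75%; inconclusive means mean inhibition at least 75% but some replicate below; inactive means mean inhibition below 75%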;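 further: 0% = median of neutral control wells and 100% = pilot-screen positive control compound; some compounds past the cut are filed as inactive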
CaV13 FRET inh: Disruptors of the CACNA1D IQ motif to Ca2+-dependent inactivation inhibitor domain association, primary screening, Förster resonance energy transfer in intact living …; inhibition, % at 12.3 µM; HEK cells, CFP/YFP FRET ICDI-IQ, plate reader, 10 min; percent FRET-ratio fall versus neutral wells; AID 743397; 0.098% of 340,000 active;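 active means mean replicate inhibition of at least 30% and at least 1% of replicates passing that level; inconclusive means only one of the two criteria is met; inactive means neither criterion is met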;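 further: 0% = median of the neutral control wells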
TRPM1 prom inh: inhibitors of MITF-driven TRPM1 promoter in melanoma cells; SK-MEL-5 TRPM1 promoter luciferase, 24 h; inhibition, % at 12.5 µM; 0.83% of 330,000 active; AID 488899;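 active means mean inhibition across replicates of 60% or more, whatever share of single replicates reaches that level; inconclusive means some that reach 60%, reason not given; inactive means mean inhibition across replicates below 60%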; further: values of inactives mirror those of a sister screen read the other way
CF NFkB block: inhibitors of cystic fibrosis induced NF-kB; inhibition, % at 5 µM; KKLEB NF-kB-GFP reporter, PAF-induced, GFP fluorescence overnight; AID 588850; 0.86% of 360,000 active;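 active means at least 50% inhibition at 5 µM, scaled per plate between neutral and stimulator controls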;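 further: PAF is a Pseudomonas aeruginosa culture filtrate used as stimulus; plate controls were PAF-stimulated DMSO wells for no effect and unstimulated DMSO wells for full effect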
HIF-2a block: inhibitors of HIF-2a. inhibition, % at 18.8 µM. 786-0 RCC cells HIF-2a reporter, luciferase luminescence, overnight. 0.72% of 360,000 active. AID 624352;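 active means inhibition of the luminescence signal of 40% or more relative to plate controls, in a single-dose primary screen at 18.75 µM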
Vif imaging: blocks HIV Vif function | HEK293T cells, Vif self-association by quenched fluorescence, imaging, 24 h | 0.35% of 340,000 active | AID 602346 | inhibition, % at 7.49 µM; in the data active means inhibition above about 50%, passing the limit was not always enough; inconclusive means no clear call, values can overlap the other calls; inactive means below about 31%; further: some results filed as inactive read as strong as hits
* marks the source's active call; other numbers are inactive results; u = inconclusive; x = not tested or not shown; & = joins results of further samples. Outcome played no part in choosing rows, and some 3.3% of all compounds hit somewhere here.

SMILES	Peg3 promoter	PDI inh	KKLEB cytotox	NR2E3 ag-1	NR2E3 ag-2	Shn3 3UTR inh	CaV13 FRET inh	TRPM1 prom inh	CF NFkB block	HIF-2a block	Vif imaging
CCOP(=O)(OCC)c1nc(-c2ccc(OC)cc2)oc1N1CCOCC1	-3	1	2	6	2	15	-6	9	2	15	-4
COC(=O)c1ccc(CN2CCCC(C(=O)Nc3cccc(-n4cnnn4)c3)C2)cc1 (stereo not drawn)	9	-2	17	7	2	3	-6	12	-8	6	-5
C=CCOc1ccccc1CNCc1cccnc1	4	-11	-14	-14	3	-1	-3	-8	13	15	x
Cc1ccc(C)c(S(=O)(=O)NCCOC(=O)Nc2sc(=S)n(C)c2C)c1	6	-4	17	-19	3	-2	-8	5	6	8	3
CCN(CC)C(=O)C(C)N1c2cccc3cccc(c23)S1(=O)=O (stereo not drawn)	15	-1	-1	-17	x	5	-16	x	8	18	-9
Cc1cccc(C(=O)N2CCN(Cc3ccc4c(c3)OCO4)CC2)c1	14	x	-5	9	-1	10	-3	x	7	9	3
CCC(=O)Nc1ccc2c(c1)C(=O)N(C)C2=O	11	-3	11	13	0	-6	-4	-1	-5	-1	u
CN(c1ccccc1)S(=O)(=O)c1cccc(C(=O)N2CCN(c3ccccn3)CC2)c1	17	-1	-10	7	-2	16	-7	7	13	13	24
CCCCNC(=O)C1(C)CCN1Cc1ccc(C#N)cc1 (stereo not drawn)	-3	9	-13	-15	x	3	-5	x	10	8	-1
c1ccc2c(c1)ccc1ncccc12	-50	-4	-2	8	3	-11	-5	-8	9	4	1
COc1ccc(CN2CCN(S(=O)(=O)c3ccc(NC(C)=O)cc3)CC2)cc1OC	3	8	-7	1	0	4	x	-1	-21	9	-4
Cc1csc(=Nc2c(C)n(C)n(-c3ccccc3)c2=O)n1Cc1ccccc1	3&18	5&-12	-2&3	15&10	1	7&6	-5&-7	3&12	6&-1	11&15	1&-2
COC(=O)[C@@H](NCc1cccc(CN[C@H](C(=O)OC)c2ccccc2)c1)c1ccccc1	8	0	-10	-13	-4	27	-10	-16	21	15	x
CCCCNC(=S)Nc1ccccc1Cc1ccccc1	10	-3	0	-3	-1	-5	8	9	6	8	u
COc1ccc(C(=O)N2CCN(S(=O)(=O)c3cc(Cl)ccc3OC)CC2)cc1	1	-7	-1	10	2	-32	x	0	2	0	7
COc1cc(OC)cc(OC(=O)C2CCN(C3=NS(=O)(=O)c4ccccc43)CC2)c1	8	-2	25	-8	0	-1	-5	0	-19	7	12
Cc1ccccc1-n1nc2c(c1NC(=O)c1ccco1)CS(=O)(=O)C2	-7	-3	10	-13	2	-1	-7	1	-7	7	4
O=C(OCC(=O)N1N=C(c2ccc(Cl)cc2)CC1c1ccco1)c1ccco1 (stereo not drawn)	-11	-2	-8	-15	1	-6	2	-17	16	-21	-1
O=C(NC(=S)NCCN1CCOCC1)c1cccc(Cl)c1	-26	-1	-2	1	4	-14	-5	-10	-6	-31	2
CCOc1ccccc1C1CC(=O)Nc2c1c(=O)n(C)c(=O)n2C (stereo not drawn)	1	-1	-4	7	1	-1	-5	-3	-2	3	-5
CCN(CC)CCn1c2ccccc2c2nc3ccccc3nc21	-190	4	9	-111	2	-73	-2	-3	-27	-288	0
O=C(C1CCCN(S(=O)(=O)Cc2ccccc2)C1)N1CCC(Cc2ccccc2)CC1 (stereo not drawn)	11	-5	-18	7	0	68	-6	3	-10	21	-22
O=C(CN(C1CCCCC1)S(=O)(=O)c1ccc(F)cc1)NCc1ccncc1	8	-6	-4	8	3	-9	x	5	-2	15	-9
CCOC(=O)C1CCCN(S(=O)(=O)c2cc(OCC(=O)NC3CCCCC3)c(C)cc2Cl)C1 (stereo not drawn)	28	-22	-6	-12	1	-5	-5	19	4	14	-30
COc1cccc(C(=O)Nc2nc(SCc3ccc(Cl)cc3)n[nH]2)c1	-40	10	-11	-30	3	-4	-5	-11	-4	-46	0
Cc1ccc(NC(=S)N2CCCC2)cc1C	-44	5	-8	-23	x	-17	-3	-21	-7	-140	6
O=C1CC(C(=O)NC2CCCCC2)C2(CCCCC2)O1 (stereo not drawn)	9	3	2	-12	-1	-8	3	1	7	11	11
O=C(O)c1ccccn1	-5	2	1	-35	-3	-3	-5	-5	20	-5	-5
O=C(NCc1cccnc1)/C(=C/c1ccc(-c2ccc(Cl)cc2)o1)S(=O)(=O)c1ccccc1	101*	-4	-54*	90*	-1	92*	-8	93*	73*	90*	7
O=C(Nc1cnn(Cc2ccc(Cl)cc2Cl)c1)c1cc(-c2cccs2)on1	18	1	-22	-15	2	20	-3	15	26	-16	-8
Cc1cc(=O)oc2cc(NC(=O)c3cccc(S(C)(=O)=O)c3)ccc12	-206	1	7	-28	-5	-34	-4	-90	-4	-138	-14
NC(=O)c1ccc(CSc2nc3ccccc3s2)cc1	-330	0	15	-50	1	-68	-2	-67	-2	-207	9
CCN(CC)S(=O)(=O)c1cc(-c2nn(C)c(=O)c3ccccc23)ccc1C	-14	-25	-7	-4	-1	26	x	9	-10	-5	32
CCOC(=O)C1CCN(c2nc3c(C)cccn3c(=O)c2/C=C(\C#N)S(=O)(=O)c2ccccc2)CC1	14	6	-1	-13	1	-9	-29	-8	8	6	3
COc1ccccc1N(Cc1ccccc1)S(=O)(=O)c1cccc(C(=O)Nc2ccc(C)cn2)c1	38	-8	1	57	-1	41	-6	6	-3	21	-2
COc1ccc(-c2nnc3sc(C(C)N4C(=O)c5ccccc5C4=O)nn23)cc1 (stereo not drawn)	8	x	-6	-27	2	11	-4	1	9	4	8
COCCN(CC(=O)Nc1ccccc1C)S(=O)(=O)c1ccc(S(=O)(=O)N2CCCC2)cc1	6	0	14	-12	-5	2	-3	1	-8	9	3
O=C(O)CSCC(=O)N1CCCN(c2ccc(C(F)(F)F)cn2)CC1	5	4	5	-27	x	-9	-4	1	11	10	-1
Nc1nc2ncc(CNc3ccc(C(=O)N[C@@H](CCC(=O)O)C(=O)O)cc3)nc2c(=O)[nH]1	-8	x	8	-10	-5	2	x	3	-16	10	0
O=C(NCc1ccccc1)c1cnc2n(c1=O)CCS2	3	2	0	-5	-4	12	-4	11	1	12	x
Cc1oc(-c2ccccc2Cl)nc1CS(=O)CC(=O)NCc1cccs1 (stereo not drawn)	3	x	5	41	3	-26	-2	x	-14	-7	11
CCn1nc(C)c(NC(=O)c2ccc(Cl)cc2)c1C	12	-4	-2	3	3	-2	-2	4	4	13	-1
CCC1(CC)Cc2ccccc2C(N)=C1C#N	5	-3	4	-42	-5	4	x	-2	-19	-8	-5
O=C(O)c1ccc2c(=O)n3c(nc2c1)/C(=C/c1ccccc1C(F)(F)F)CCCC3	-1	3	3	-4	1	-14	-5	3	4	18	x
CCCCn1c(SCC(=O)N2CCCC2)nc2cc(S(N)(=O)=O)ccc21	5	3	6	-12	-1	-1	0	10	-11	18	20
O=C(CSc1nnc(-c2c[nH]c3ccccc23)o1)c1ccc(-c2ccccc2)cc1	-10	-6	19	15	-2	15	-6	0	-26	-8	-14
COC(=O)CN1C(=S)N(c2ccc(Cl)cc2)C(=O)C1CC(=O)Nc1ccc(F)cc1 (stereo not drawn)	-49	1	-14	-23	1	9	-3	7	-5	7	-2
O=S(=O)(c1ccc(S(=O)(=O)N2CCN(C/C=C/c3ccccc3)CC2)cc1)N1CCCC1	17	-12	-3	-6	-1	14	-3	2	18	6	3
COCC(=O)N1CCC(Oc2cccc(C(=O)NCc3ccccn3)c2)CC1	14	-8	-10	-27	0	4	-7	8	6	16	0
CC(C)=CC(=O)N1CCC(N2CCC(C(=O)NCC3CCCO3)CC2)CC1 (stereo not drawn)	3	2	-23	3	1	7	-7	4	6	2	13
O=C(NNC(=O)c1ccc(S(=O)(=O)N2CCCCC2)cc1)c1ccccc1	10	7	21	-13	-1	-6	-7	-4	-10	17	29
COc1ccccc1NC(=S)NCCc1ccc(F)cc1	3	2	10	-18	0	-6	4	9	-4	6	-3
CCC(C)Sc1nc2c(c(=O)[nH]c(=O)n2C)n1CCc1ccccc1 (stereo not drawn)	14	-14	-13	-22	3	2	-6	1	26	17	-3
COc1ccc(S(=O)(=O)N2CCOC23CCN(S(=O)(=O)c2cc(C)ccc2OC)CC3)cc1	14	10	-1	25	1	18	-3	2	-1	5	-3
O=C(NNS(=O)(=O)c1ccccc1F)c1sccc1-n1cccc1	-4	3	-1	-7	0	-4	-5	-4	-5	11	1
Cc1noc(C)c1COc1ccccc1C(=O)N1CCN(S(=O)(=O)c2ccc(C(C)C)cc2)CC1	5	5	11	18	x	-4	-11	x	-23	13	7
Fc1ccccc1OCCn1c(=S)[nH]c2ccccc21	-72	-1	-2	-36	0	3	-20	-23	8	-129	-4
CCOC(=O)CCNC(=O)N1CCCC(CCC(=O)N(C)CCc2ccccn2)C1 (stereo not drawn)	4	11	5	9	-1	-1	-1	11	16	6	-3
COc1ccc(NC(=O)CSc2nncn2N)c(OC)c1	-1	1	0	-2	1	2	-19	-2	-11	16	-1
COc1cc(C)nc(N(Cc2ccccc2)S(=O)(=O)c2ccccc2)n1	22	-5	-5	2	0	-7	x	-9	6	26	-8

More structures
SMILES	Peg3 promoter	PDI inh	KKLEB cytotox	NR2E3 ag-1	NR2E3 ag-2	Shn3 3UTR inh	CaV13 FRET inh	TRPM1 prom inh	CF NFkB block	HIF-2a block	Vif imaging
Cc1cc(NC(=O)C(C)SCC(=O)OCC(=O)N(Cc2ccccc2)C(C)(C)C)no1 (stereo not drawn)	14	-3	11	-9	5	5	-9	5	-7	5	-3
O=C(O)CCn1[nH]c(=O)c2ccccc2c1=O	-83	20	-2	12	-2	18	-6	-6	-5	-62	-19
CS(=O)(=O)C1=NN2C(=N)/C(=C\c3ccc(OC(=O)c4ccco4)cc3)C(=O)N=C2S1	-1	3	13	-4	-3	5	-7	-8	-9	13	0
CCOc1ccc(S(=O)(=O)NCC(c2ccc3c(c2)OCO3)N2CCN(C)CC2)cc1 (stereo not drawn)	9	4	-6	-15	-1	10	-5	-6	32	0	-3

Entries listed so far marked active in CF NFkB block.
Molecule | Peg3 promoter | PDI inh | NR2E3 ag-1 | NR2E3 ag-2 | Shn3 3UTR inh | CaV13 FRET inh | TRPM1 prom inh | CF NFkB block | HIF-2a block | Vif imaging
O=C(NCc1cccnc1)/C(=C/c1ccc(-c2ccc(Cl)cc2)o1)S(=O)(=O)c1ccccc1 | 101* | -4 | 90* | -1 | 92* | -8 | 93* | 73* | 90* | 7
